Bcl-XL Bim block – disrupts Bim peptide binding to human Bcl-XL; bead flow cytometry, fluorescence; hit rate 0.04% among 190,000; inhibition, % at 10 µM
Target sequence (Q07817 whole entry, looked up): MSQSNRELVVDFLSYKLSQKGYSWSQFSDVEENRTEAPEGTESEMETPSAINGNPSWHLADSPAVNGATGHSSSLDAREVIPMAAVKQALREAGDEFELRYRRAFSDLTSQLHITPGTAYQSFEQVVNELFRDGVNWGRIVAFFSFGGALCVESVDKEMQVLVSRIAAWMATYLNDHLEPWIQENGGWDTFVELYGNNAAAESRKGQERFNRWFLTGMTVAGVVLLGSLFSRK
RGS8-Gao – human RGS8-Galphao interaction regulation; AID 1423; P09471; hit rate 0.34% among 220,000; response (percent of control binding), % at 10 µM; multiplexed bead flow cytometry, RGS8-Galphao binding; actives lie on both sides; in the data active = response below about 60% or above about 140%; inactive = in between;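 note: Galphao activated as the GDP aluminium fluoride complex binding bead-coupled RGS8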
Mcl-1 Bim block – inhibitors of Bim-Mcl-1 interaction, human; Q07820; Bead-based flow cytometry, Bim peptide-Mcl-1 binding; inhibition, % at 10 µM; hit rate 0.1% among 190,000;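 note: 0% = no compound tracer wells and 100% = peptide blocker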
Target sequence (Q07820 whole entry, looked up): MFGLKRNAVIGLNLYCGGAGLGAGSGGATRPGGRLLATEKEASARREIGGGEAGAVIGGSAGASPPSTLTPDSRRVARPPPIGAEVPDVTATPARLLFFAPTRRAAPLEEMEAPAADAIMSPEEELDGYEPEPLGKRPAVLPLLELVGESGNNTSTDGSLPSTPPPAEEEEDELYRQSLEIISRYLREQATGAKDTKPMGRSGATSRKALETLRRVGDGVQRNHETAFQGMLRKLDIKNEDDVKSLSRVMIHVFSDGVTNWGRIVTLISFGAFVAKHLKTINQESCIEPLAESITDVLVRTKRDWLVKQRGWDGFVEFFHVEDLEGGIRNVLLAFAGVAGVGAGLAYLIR
RGS4-Gao reg – modulates binding of RGS4 to human Galphao | binding response (% of control), % at 10 µM | Multiplexed bead flow cytometry; actives lie on both sides | AID 1415 | hit rate 0.33% among 220,000 | P09471; in the data active = binding response below about 49% or above about 150%; inactive = in between;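 note: fluorescent Galphao activated with aluminum fluoride binding bead-coupled RGS4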
Bcl-2 Bim block – inhibitors of Bim-Bcl-2 interaction, human; hit rate 0.06% among 190,000; Bead-based flow cytometry, Bim peptide-Bcl-2 binding; AID 950; P10415; inhibition, % at 10 µM; in the data active = inhibition above about 40%; inconclusive = no clear call, values can overlap the other calls;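 note: 0% = no compound wells with probe peptide and 100% = reference peptide inhibitor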
RGS7-Gao – regulators of human RGS7-Galphao interaction. P09471. Multiplexed bead flow cytometry, RGS7-Galphao binding; actives lie on both sides. binding response (% of control), % at 10 µM. hit rate 0.35% among 220,000. AID 1439; in the data active = binding response below about 49% or above about 150%; inconclusive = no clear call, values can overlap the other calls; inactive = in between;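 note: fluorescent Galphao held in activated GDP-AlF4 state binding bead-coupled RGS7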
Bcl-W Bim block – human Bim-Bcl-W interaction inhibition; bead-based flow cytometry, Bim peptide-Bcl-W binding; inhibition, % at 10 µM; hit rate 0.02% among 190,000;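 note: 0% = bound tracer without compound and 100% = peptide blocker; higher means less fluorescent Bim peptide bound to Bcl-W beads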
Target sequence (Q92843 whole entry, looked up): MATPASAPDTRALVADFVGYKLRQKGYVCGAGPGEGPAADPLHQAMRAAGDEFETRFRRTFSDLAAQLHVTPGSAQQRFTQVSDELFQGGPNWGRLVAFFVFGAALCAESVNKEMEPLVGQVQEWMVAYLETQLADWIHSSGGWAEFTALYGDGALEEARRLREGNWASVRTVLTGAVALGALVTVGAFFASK
ABCG2 block – human ABCG2 inhibition, ABCB1 as counter-screen; IgMXP3 cells, JC-1 efflux, flow cytometry; inhibition, % at 6.6 µM; hit rate 0.1% among 190,000; Q9UNQ0;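 active = inhibition above 80%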;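 note: 0% = DMSO and 100% = nicardipine control wells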
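Assay system – ABCG2 IgMXP3 and barcoded ABCB1 CCRF-Adr cell mix · Input – 3 million cells/mL in well · Reagent – JC-1 fluorescent substrate · Compound – single test compound dose, 6.6 µM final · Timing – 10 min exposure at 25 °C with rotation, no wash · Detection – flow cytometry of retained JC-1 fluorescence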
Bfl-1 Bim block – disrupts Bim binding to human Bfl-1. Bead-based flow cytometry, Bim-Bfl-1 binding inhibition. inhibition, % at 10 µM. Q16548. hit rate 0.12% among 190,000;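 note: 0% = wells without compound plus tracer and 100% = blocker peptide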
ABCB1 inh – inhibitors of human ABCB1 transporter, ABCG2 counter-screen. P08183. CCRF-Adr cells, JC-1 efflux, flow cytometry. inhibition, % at 6.6 µM. hit rate 0.067% among 190,000. AID 1326; in the data active = inhibition above about 40%;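 note: 0% = vehicle and 100% = reference inhibitor; higher value means more JC-1 retained so stronger ABCB1 efflux block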
Bim-Bcl-B – human Bim-Bcl-B interaction inhibition | Q9HD36 | bead-based flow cytometry, Bim peptide-Bcl-B binding | inhibition, % at 10 µM | hit rate 0.073% among 190,000 | AID 951;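 note: 0% = tracer peptide without compound and 100% = reference inhibitor peptide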
Target sequence (Q9HD36 whole entry, looked up): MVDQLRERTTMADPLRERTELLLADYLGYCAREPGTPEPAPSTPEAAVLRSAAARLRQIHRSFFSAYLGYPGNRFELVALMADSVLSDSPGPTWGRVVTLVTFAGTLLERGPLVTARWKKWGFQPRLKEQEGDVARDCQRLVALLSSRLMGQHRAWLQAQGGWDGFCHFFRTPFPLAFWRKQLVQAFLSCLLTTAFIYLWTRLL
* hit, by the source's call; u = inconclusive. Cut-off read from the data, not from the text of the source, unless noted: active = inhibition above about 40%. Outcome played no part in choosing rows. Share with any hit: about 0.94%.

SMILES	Bcl-XL Bim block	RGS8-Gao	Mcl-1 Bim block	RGS4-Gao reg	Bcl-2 Bim block	RGS7-Gao	Bcl-W Bim block	ABCG2 block	Bfl-1 Bim block	ABCB1 inh	Bim-Bcl-B
CCCC[n+]1c(C)sc2ccc(C)cc21	-2	100	-4	101	-7	100	0	1	-6	0.8	-7
Cc1cc(C)c2cc(CN(Cc3ccco3)C(=O)NCc3ccccc3)c(=O)[nH]c2c1	-11	98	-5	98	-9	101	-5	7	-7	1.7	-9
O=[N+]([O-])c1ccc(Nc2ccc(F)cc2)nc1	-4	88	-5	95	-3	95	-2	1	0	0.3	-6
COC(=O)CC(=O)N1CCN(c2ccc(Cl)c(Cl)c2)CC1	1	100	0	106	-1	104	4	12	-3	2.0	-2
COC(=O)c1cc(NC(=O)C23CCC(C)(C(=O)O2)C3(C)C)cc(C(=O)OC)c1 (stereo not drawn)	-1	101	-1	104	-8	104	-4	12	-13	2.4	-2
CC1CCCC(NC(=O)COC(=O)COc2ccc(Cl)cc2)C1C (stereo not drawn)	-6	89	-4	95	3	97	-4	2	0	-0.1	-4
O=C(Nc1nc(-c2ccc([N+](=O)[O-])cc2)cs1)c1c(F)cccc1F	-5	102	-2	101	-1	102	-2	1	-9	0.1	-7
Cc1cc([N+](=O)[O-])cc(C)c1OCC(=O)N/N=C/c1ccc(OC(=O)c2ccccc2)cc1	-3	101	-2	100	0	101	-2	0	-1	0.1	-6
O=C(c1ccccc1)c1ccc(C(=O)N2CCN(c3ccc(F)cc3)CC2)o1	-2	101	0	99	-6	101	2	16	-8	2.1	-8
CC1(C)Cc2[nH]c(=S)c(C#N)cc2CO1	-4	99	0	99	0	107	-1	0	5	-0.2	-8
O=C(c1cnccn1)N1CCc2c([nH]c3ccccc23)C1c1cccc(Cl)c1 (stereo not drawn)	-5	101	0	106	-2	102	0	20	-8	3.3	-6
CCOc1cc(C(c2c(C)[nH][nH]c2=O)c2c(C)[nH][nH]c2=O)ccc1OC(=O)c1cccc([N+](=O)[O-])c1	-2	103	0	101	1	97	-2	-1	10	-0.5	0
CCc1ccc2[nH]c(=O)c(CN(CCCN3CCOCC3)C(=O)Nc3ccccc3)cc2c1	-1	97	-1	96	3	96	-4	2	0	0.6	0
COc1cc(/C=N/NC(N)=O)cc(Br)c1OCc1ccc(C)cc1	-1	100	0	100	-7	99	2	3	-5	0.3	-3
N#Cc1ccccc1NC(=O)Nc1cccs1	-5	102	-1	100	-1	100	0	3	0	0.6	-2
O=C(N/N=C/c1ccco1)c1cc(-c2cccc3ccccc23)n[nH]1	-5	106	0	107	1	102	-1	2	0	0.6	-2
O=Cc1ccc(-c2nc3ccccc3s2)o1	0	102	2	101	2	104	2	1	-2	0.1	-1
Cc1ccc(-c2nn(-c3ccccc3)cc2/C=N/NS(=O)(=O)c2ccccc2)cc1	0	97	-3	95	-5	99	1	1	-1	0.2	-3
CC(=O)N1CCN(c2nnnn2-c2ccccc2)CC1	0	102	-1	102	2	99	-1	5	0	1.7	0
Cn1nc(-c2ccc(N3CCCCC3)c(NC(=O)c3ccco3)c2)c2ccccc2c1=O	0	99	-2	101	2	98	0	1	0	1.3	-1
O=C(NCC1CCN(Cc2ccccc2Cl)CC1)Nc1cccc(Cl)c1	-3	100	-2	105	-3	u	-6	3	-6	1.4	-6
COc1ccc(CCNC(=O)Cn2cnc3c(nnn3Cc3ccc(C)cc3)c2=O)cc1OC	-5	101	-1	102	1	100	0	4	2	0.5	-1
CC1CCCCN1C(=O)CSc1nc2ccccc2n1CC(=O)N1CCc2ccccc21 (stereo not drawn)	0	100	0	105	0	104	2	5	-10	1.8	-7
COC(=O)c1oc2ccc(Br)cc2c1NC(=O)CCCN1C(=O)c2ccccc2C1=O	-1	105	0	103	-9	105	2	5	-9	0.4	-7
CC1(C)CC(=O)c2sc(NC(=O)CCS(=O)(=O)c3ccccc3)nc2C1	-1	105	3	107	-4	104	4	4	-6	0.3	-4

Brought forward from above: five compounds, followed by the next part.
SMILES	Bcl-XL Bim block	RGS8-Gao	Mcl-1 Bim block	RGS4-Gao reg	Bcl-2 Bim block	RGS7-Gao	Bcl-W Bim block	ABCG2 block	Bfl-1 Bim block	ABCB1 inh	Bim-Bcl-B
O=C(NCC1CCN(Cc2ccccc2Cl)CC1)Nc1cccc(Cl)c1	-3	100	-2	105	-3	u	-6	3	-6	1.4	-6
COc1ccc(CCNC(=O)Cn2cnc3c(nnn3Cc3ccc(C)cc3)c2=O)cc1OC	-5	101	-1	102	1	100	0	4	2	0.5	-1
CC1CCCCN1C(=O)CSc1nc2ccccc2n1CC(=O)N1CCc2ccccc21 (stereo not drawn)	0	100	0	105	0	104	2	5	-10	1.8	-7
COC(=O)c1oc2ccc(Br)cc2c1NC(=O)CCCN1C(=O)c2ccccc2C1=O	-1	105	0	103	-9	105	2	5	-9	0.4	-7
CC1(C)CC(=O)c2sc(NC(=O)CCS(=O)(=O)c3ccccc3)nc2C1	-1	105	3	107	-4	104	4	4	-6	0.3	-4
COC(=O)C1=C(C)N(CCCC(=O)O)C(=O)NC1c1cc2c(cc1[N+](=O)[O-])OCO2 (stereo not drawn)	1	106	4	100	6	97	2	1	4	0.7	-5
O=C(CSc1nc2ccccc2s1)N1CCN(C(=O)c2ccco2)CC1	-13	98	-8	98	-8	103	-7	19	-16	0.2	-17
CCNC(=S)N(CCc1ccccc1C)Cc1cc2cc(OC)c(OC)cc2[nH]c1=O	-2	96	1	95	-3	93	1	9	0	16	-9
COc1ccc(NC(=O)Cn2cnc3sc(C)c(S(=O)(=O)N4CCN(C)CC4)c3c2=O)cc1OC	-3	104	-2	109	3	108	0	-1	-5	-0.2	-5
NC(N)=NNC(=O)c1ccccc1Cl	-3	98	-1	93	2	94	-2	10	0	0.5	-5
COc1ccc(NC(C)=O)cc1NC(C)c1nc2sc(C)c(C)c2c(=O)[nH]1 (stereo not drawn)	-6	100	-2	98	2	u	-4	4	2	0.4	-8
Nc1nonc1-c1noc(-c2ccccc2Br)n1	10	102	0	103	-6	102	1	0	-6	-0.1	-7
Cn1c(=O)[nH]c(=O)c2c1nc(N1CCCC1)n2CCSc1nc2ccccc2[nH]1	-1	100	-2	101	-1	103	0	1	-2	0.2	-3
O=C(NC1=NCCS1)c1cc(-c2cccnc2)nc2ccccc12	-4	107	-1	107	-5	u	-1	26	-6	0.9	-4
Cc1ccccc1-c1nc(CS(=O)(=O)CC(=O)NCCCN2C(C)CCCC2C)c(C)o1 (stereo not drawn)	-8	103	-1	105	-8	102	-1	-1	-13	0.1	-5
CC(C)CN1C(=O)/C(=C(/C#N)C(=O)NC2CCCCC2)c2ccccc21	-1	98	0	99	1	98	-1	0	-4	0.3	-3
CC(C(=O)NCCS(=O)(=O)c1ccc(Cl)cc1)S(=O)(=O)c1ccccc1 (stereo not drawn)	2	100	2	100	0	u	1	1	-2	1.1	0
N/C(CSc1nc(-c2ccccc2)c(-c2ccccc2)o1)=N\O	-7	101	1	103	-2	100	-2	2	-2	0.0	-3
O=C1NCCCC2c3c(cc(Br)c(O)c3Br)OC12N1CCCCC1 (stereo not drawn)	4	99	5	100	9	97	12	2	13	1.4	0
CC12CCC(C(=O)N(Cc3ccccc3)Cc3ccccc3)(OC1=O)C2(C)C (stereo not drawn)	-2	109	-3	109	-8	103	0	1	-1	0.7	-4
CCCCc1ccc(N=N/C(C(=O)Nc2ccccc2OC)=C(/C)O)cc1	-4	99	-3	97	-2	97	-5	26	-3	2.3	-5
COc1ccc2cc(C(c3nnnn3CC3CCCO3)N3CCOCC3)c(=O)[nH]c2c1 (stereo not drawn)	-4	100	1	100	-3	102	0	0	-5	0.1	-2
COc1ccc(-c2noc(CN(C)S(=O)(=O)c3ccc(C)cc3)n2)cc1	-13	97	-2	100	-10	100	-2	3	-13	0.8	-9
COc1cccc(C(C(=O)NC2CCCC2)N(Cc2ccccc2OC)C(=O)c2ccco2)c1 (stereo not drawn)	-9	102	-5	101	-4	99	-5	0	-9	0.6	-8
COc1ccc2[nH]cc(CCN3C(=O)CCC3=O)c2c1	-2	105	1	102	-5	99	0	1	-10	0.3	-3
O=C(CSc1nnc(SCc2ccc(Cl)cc2)s1)N/N=C/c1ccccc1Cl	-8	103	-6	100	-8	103	-7	25	-3	2.9	-11
COc1ccc(NC(=S)NC2CC3CCCC(C2)N3C2CC2)cc1 (stereo not drawn)	-3	104	-2	105	-1	u	-3	7	-5	0.4	-4
CC1CC(C)CN(C(=O)c2cn(C)c3ccc(S(=O)(=O)N(C)C)cc3c2=O)C1 (stereo not drawn)	-4	99	0	100	-3	102	1	2	-9	0.8	-3
COc1ccc(Cc2nnc(NC(C)=O)s2)cc1	-1	84	4	97	2	95	0	1	3	0.6	2
COc1ccccc1C(=O)N1CCN(S(=O)(=O)Cc2ccccc2)CC1	-6	99	0	99	-5	99	0	0	-11	0.0	-7
Carrying on.
SMILES	Bcl-XL Bim block	RGS8-Gao	Mcl-1 Bim block	RGS4-Gao reg	Bcl-2 Bim block	RGS7-Gao	Bcl-W Bim block	ABCG2 block	Bfl-1 Bim block	ABCB1 inh	Bim-Bcl-B
CCN(CC)c1ccc(NC(=O)Nc2ccccc2C(F)(F)F)cc1	0	111	-2	93	0	99	3	4	9	0.6	-3
CCN1C=C(C(=O)OC)C(c2cccc(OC)c2OC)C(C(=O)OC)=C1	0	100	0	103	0	108	-1	0	-5	0.7	-6
CCCN(CC1CC1)C(=S)Nc1ccccc1F	-2	102	-1	102	-1	102	-3	0	-7	0.2	-6
Cc1cccc(C(CC(=O)O)n2cccc2)c1 (stereo not drawn)	-4	99	-8	95	-2	94	-2	0	-6	1.5	-2
CCOC(=O)c1cc2ccc(OC)c(OC)c2c(=O)s1	-2	95	0	98	0	104	-4	8	-4	0.7	-4
CCOC(=O)c1cccc(NC(=O)C2CCCN2S(=O)(=O)c2cccc3cccnc23)c1 (stereo not drawn)	-3	96	0	91	-7	92	0	2	-9	0.5	-1
Cc1nc(-c2ccc(Cl)cc2)sc1C(=O)CBr	0	95	1	93	0	94	4	5	9	0.4	-5
Cc1cc(C)nc(NC(=O)c2c(-c3ccccc3Cl)noc2C)n1	-1	95	0	98	0	100	2	3	2	0.9	2
COc1ccc(-c2csc(NC(=O)COC(=O)c3ccco3)n2)cc1	-6	102	-3	101	-4	97	-3	4	-10	0.2	-10
CCCCNC(=O)c1ccc2nc(-c3ccco3)c(-c3ccco3)nc2c1	-1	92	3	95	4	90	6	-2	18	-0.8	2
CCCc1cc(C(F)(F)F)c(C#N)c(=O)[nH]1	-9	99	-5	98	-9	98	-3	1	-21	0.0	-7
COCCNS(=O)(=O)c1ccc(C)c(C)c1C	-3	97	0	96	-1	93	-2	9	-4	1.3	-4
Cc1ccc(S(=O)(=O)NN=C2CCN(Cc3ccccc3)CC2)cc1	-9	100	-3	98	-1	96	-3	0	0	0.1	-5
CCCc1ccc(Oc2cc(Cl)nc(N)n2)cc1	-6	98	-7	100	-9	105	-6	1	-8	0.1	-5
Nc1c(N2CCCC2)cc(Cl)c2nonc12	14	94	8	97	14	92	4	-9	20	-1.3	18
COc1ccc(/C=C/C(=O)OCC(=O)NCc2cccs2)cc1OC	-17	100	-4	100	0	103	-5	13	-8	0.3	-14
Cc1ccnc(NS(=O)(=O)Cc2ccccc2)c1	-2	102	-3	103	0	101	-3	3	-1	0.8	-2
